Screening data: PubChem BioAssay, National Center for Advancing Translational Sciences (NCATS)
PI4K2A block: PI4K2A (human) kinase inhibition; purified PI4K2A, ADP-Glo luminescence, 1 h; active compounds read low; hit rate 0.13% among 420,000; AID 1346378; activity change, negative = inhibition, % at 76.9 µM; in the data active = activity change below about -50%; inconclusive = mostly about -30% to -49%;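 note: -100% = wells without enzyme as full effect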
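Compounds are screened against recombinant PI4K2A using PI as substrate and ATP, the latter dispensed at 300 microM. Reactions run one hour at ambient temperature before ADP-Glo detection; full inhibition defined by wells lacking enzyme.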
JMJD2A Tudor inh: blocks the human JMJD2A Tudor domain | O75164 | Potency, µM (top dose mostly 114 µM), for inactives: at the highest dose activity change, negative = inhibition, most hits filed as inhibitors | AlphaScreen JMJD2A-Tudor / H3K4me3 peptide binding | hit rate 4.4% among 390,000; note: potency is the fitted concentration of half-maximal effect; % is set by controls: 0 for no effect and ±100 for the full control effect; nearly all actives have a fitted effect of over 50% in size
BAZ2B inh: inhibitors of human BAZ2B bromodomain; AlphaScreen BAZ2B-H3K14Ac peptide displacement; Potency, µM (titrated, usually from 114 µM), for the others: at the top dose activity change, negative = inhibition, usual class: inhibitors; hit rate 4.4% among 360,000; AID 504333; note: potency is the fitted concentration of half-maximal effect; % is set by controls: 0 for no effect and ±100 for the full control effect; nearly all actives have a fitted effect of over 60% in size
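Protein-peptide AlphaScreen: BAZ2B 50 nM, b-H3K14Ac 50 nM, 1x PBS pH 7.4 + 0.01% Tween-20. Preincubation 30 min RT; cpd 30 min RT (top 110 uM); beads 20 min RT, light-protected.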
Pol eta inh: blocks human DNA polymerase eta activity; Q9Y253; recombinant Pol eta, fluorescent DNA replication assay; Potency, µM (top dose mostly 114 µM), for inactives: at the top dose activity change, negative = inhibition, hits mostly inhibitors; hit rate 1.2% among 390,000; AID 588591; note: potency is the fitted concentration of half-maximal effect; % is set by controls: 0 for no effect and ±100 for the full control effect
Target sequence (Q9Y253 whole entry, looked up): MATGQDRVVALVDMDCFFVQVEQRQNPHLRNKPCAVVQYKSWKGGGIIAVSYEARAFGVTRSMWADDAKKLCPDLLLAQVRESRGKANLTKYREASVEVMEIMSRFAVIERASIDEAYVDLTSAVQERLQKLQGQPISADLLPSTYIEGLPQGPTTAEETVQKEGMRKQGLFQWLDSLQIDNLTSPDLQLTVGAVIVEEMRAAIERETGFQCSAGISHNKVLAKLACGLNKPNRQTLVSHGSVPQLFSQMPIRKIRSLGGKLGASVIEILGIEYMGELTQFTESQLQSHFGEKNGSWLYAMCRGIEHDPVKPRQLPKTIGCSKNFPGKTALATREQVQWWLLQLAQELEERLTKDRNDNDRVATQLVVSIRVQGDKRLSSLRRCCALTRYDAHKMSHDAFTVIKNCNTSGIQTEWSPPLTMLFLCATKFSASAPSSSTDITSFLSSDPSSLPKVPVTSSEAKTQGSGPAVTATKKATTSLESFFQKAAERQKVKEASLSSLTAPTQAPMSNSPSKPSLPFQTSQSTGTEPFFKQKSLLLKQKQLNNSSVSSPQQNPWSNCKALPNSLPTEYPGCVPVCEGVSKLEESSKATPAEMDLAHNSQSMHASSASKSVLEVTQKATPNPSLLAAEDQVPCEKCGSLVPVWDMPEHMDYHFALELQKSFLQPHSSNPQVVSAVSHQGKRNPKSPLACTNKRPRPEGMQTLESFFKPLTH
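Pol eta (10 nM) was preincubated with compounds for 15 min at room temperature, after which fluorescent replication substrate (50 nM final) was added to start the reaction. Fluorescence was read kinetically at 0 and 10 min.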
HP1b binding inh: blocks HP1-beta chromodomain binding to methylated histone tails; AlphaScreen HP1-beta / biotin-H3K9me3 peptide binding; Potency, µM (series often up to 114 µM), without a hit: at the top dose activity change, negative = inhibition, most hits filed as inhibitors; hit rate 0.56% among 390,000; note: potency is the fitted concentration of half-maximal effect; nearly all actives have a fitted effect of over 70% in size; inactives centre near 23
Target sequence (P83916 whole entry, looked up): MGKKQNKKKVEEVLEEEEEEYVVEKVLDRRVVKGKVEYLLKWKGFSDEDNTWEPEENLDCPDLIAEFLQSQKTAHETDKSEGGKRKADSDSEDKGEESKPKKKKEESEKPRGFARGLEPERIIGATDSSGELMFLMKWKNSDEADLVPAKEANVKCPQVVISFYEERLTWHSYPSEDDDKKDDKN
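AlphaScreen: HP1-beta (50 nM) preformed 30 min with biotin-H3(1-18)K9me3 peptide (50 nM) in PBS pH 7.4, 0.01% Tween-20. Compound added for 30 min at RT, then streptavidin donor/nickel chelate acceptor beads (10 ug/mL) for 30 min.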
Pin1 inhibitor: blocks the human prolyl isomerase Pin1; hit rate 0.009% among 390,000; Q13526; Potency, µM (top dose mostly 115 µM), inactives show at the top dose activity, negative = inhibition, most hits filed as inhibitors; Pin1 FP peptide displacement, HiFluor488, 10 min; active = well fitted inhibition curve with a large enough effect in the polarisation, with a control signal flat, not every such curve was filed as active; inconclusive = small, poorly fitted or top-dose-only effect, or effect the other way, or a change in a side signal; inactive = no such curve, though single readings can be large or run the other way; the % refers to the polarisation; note: potency is the fitted concentration of half-maximal effect; % is set by controls: 0 for no effect and ±100 for the full control effect
Target sequence (Q13526 whole entry, looked up): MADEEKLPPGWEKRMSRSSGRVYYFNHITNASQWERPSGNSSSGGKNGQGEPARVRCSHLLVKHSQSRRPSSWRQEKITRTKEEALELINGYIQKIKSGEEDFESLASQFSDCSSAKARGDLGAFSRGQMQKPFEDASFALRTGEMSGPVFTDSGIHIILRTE
Tb PGK inh: blocks T. brucei phosphoglycerate kinase; AID 602233; P07378; hit rate 0.043% among 380,000; PGK/GAPDH coupled, Kinase-Glo luminescence, 60 min; Potency, µM (titrated, usually from 57.5 µM), for inactives: at the top dose activity change, negative = inhibition, hits mostly inhibitors; note: potency is the fitted concentration of half-maximal effect; % is set by controls: 0 for no effect and ±100 for the full control effect; nearly all actives have a fitted effect of over 60% in size
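Luminescent ATP detection (Kinase-Glo Plus) follows a 60-minute room-temperature incubation, with wells lacking PGK as controls. Buffer: 100 mM TEA (pH 7.6), 5 mM MgCl2, 0.01% Tween-20. Coupling enzyme GAPDH (100 nM final) supplies unstable 1,3-BPG in-well.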
GLS inh: blocks human kidney-isoform glutaminase activity | O94925 | GLS enzymatic activity, qHTS titration | Potency, µM (series often up to 45.5 µM), without a hit: at the top dose activity change, negative = inhibition, most hits filed as inhibitors | hit rate 0.21% among 410,000; note: potency is the fitted concentration of half-maximal effect; % is set by controls: 0 for no effect and ±100 for the full control effect
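Two-point fluorescence kinetic (t0, 30 min RT) for hKGA; glutamate detected via glutamate oxidase–HRP–Amplex Red. Substrate: 1 mM L-glutamine solution; buffer 45 mM KH2PO4, pH 8.2.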
G9a inh: inhibitors of human histone lysine methyltransferase G9a; Q96KQ7; G9a H3K9 monomethylation, AlphaScreen, 2 h; Potency, µM (top dose mostly 102 µM), without a hit: top-dose activity, negative = inhibition, hits mostly inhibitors; hit rate 8.8% among 350,000; AID 504332; note: potency is the fitted concentration of half-maximal effect; % is set by controls: 0 for no effect and ±100 for the full control effect; nearly all actives have a fitted effect of over 75% in size
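Readings reflect AlphaScreen signal from monomethyl-H3K9 antibody detection. HMT at 20 nM; substrate b-H3K9 500 nM; cofactor SAM 20 uM; 2 h RT reaction; compounds tested as titrations in qHTS with 15 min preincubation.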
Starred values were filed as active, the others as inactive; i = inactive; ? = inconclusive; / = not tested or not shown; [ ] = remark or other dose. Unless noted, calls come from the whole dose curve; as a rule, active = well fitted curve in the direction sought with a large enough effect; inconclusive = small, poorly fitted or top-dose-only effect, or another doubt; inactive = no such curve, though single readings can be large; an effect the other way counts as inactive or inconclusive. A portion of the library; the hit share may differ from the screen's.

no.	G9a inh	Pin1 inhibitor	HP1b binding inh	BAZ2B inh	JMJD2A Tudor inh	PI4K2A block	Tb PGK inh	GLS inh	Pol eta inh	SMILES
1	-31.2%	3.1%	30.5%	-0.2%	-26.1%	2.4	-1.8%	3.2%	5.1%	C=C(C)CSc1nnc(-c2ccc(OC)c(OC)c2)n1N
2	-30.0%[59 µM]	50.8%[activator]	13.2%	2.5%	-21.6%	-0.8	-3.2%	-0.7%	-0.8%	CCOC(=O)N1CCN(C(=O)CN(c2ccccc2F)S(=O)(=O)c2ccc(C)cc2)CC1
3	-25.2%[12.7 µM]	-1.3%	38.4%	0.7%[57.1 µM]	-2.5%	2.5	-3.4%	-0.4%	-11.6%	Cc1cccc(C)c1OCC(O)Cn1nnc2ccccc21 (centres undefined)
4	10.6%[2.33 µM]	4.2%	18.9%	-12.4%	-12.3%	-3.8	-9.7%	2.4%	-15.8%	CCOc1ccc(S(=O)(=O)N2CCCCC2)cc1NC(=O)CN1C(=O)NC(C)(C2CC2)C1=O (centres undefined)
5	-0.8%[0.0925 µM]	3.1%	0.7%	-9.9%	-6.2%	-2.9	-7.6%	10.5%	-2.2%	Cn1cc(/C=C(\NC(=O)c2ccccc2)C(=O)NCCCN2CCOCC2)c2ccccc21
6	-3.6%	-2.3%	30.5%	-19.2%	?	3.3	-2.0%	11.7%	-6.7%	NNC(=O)c1ccc(COc2ccc3ccccc3c2)o1
7	-15.8%[2.33 µM]	-1.0%	29.7%	6.7%	-11.6%	6.2	i	-8.2%	-17.8%	CC[C@H](C)[C@@H](C(=O)NCCCCCCCCCCC(=O)N1CCN(C(=O)OC(C)(C)C)CC1)n1cc(CCCCCNC(=O)OC(C)(C)C)nn1
8	-26.0%	?	6.8%	/	-15.4%	-7.3	-3.3%	0.4%	-13.6%	CC(NC(=O)Cn1cc(C(F)(F)F)ccc1=O)c1ccc(F)cc1 (centres undefined)
9	?	-3.8%	12.3%	-34.2%	-8.8%	-7.9	-3.7%	142.3%[activator]	-17.7%	CCCc1nc2cc3c(cc2[nH]1)n(C)c(=O)n3C
10	-0.9%	3.3%	-15.9%	-13.6%	9.2%	-22.6	-6.6%	-14.9%	-21.3%	COc1ccc(CNC(=O)C(C)N(Cc2ccccc2OC)C(=O)c2snc(C(N)=O)c2N)cc1 (centres undefined)
11	/	-7.5%	20.5%[57 µM]	-9.0%	-12.5%	0.3	-1.7%	-5.1%	-11.0%	Cn1c(C(=O)NCCN2CCOCC2)cc2c(=O)n3ccccc3nc21
12	9.2%	-2.0%	25.7%	-2.8%	-17.9%	2.1	-0.5%	-2.3%	3.9%	CNc1nc(OCCNC(=O)Nc2ccccc2)nc(N2CCOCC2)n1
13	-5.9%[59 µM]	-0.4%	11.4%	14.8%	-17.8%	-2.9	/	4.8%	6.6%	CN1CCN(C(=O)c2cc(-c3ccccc3)on2)CC1
14	15.8%[2.33 µM]	?	18.4%[57 µM]	-0.3%	-1.5%	4.3	1.3%	?	-6.4%	Cn1ncc2c(Nc3ccc(O)cc3)nc(Cl)nc21
15	-2.2%[59 µM]	-0.6%	16.5%	3.1%	-20.4%	3.8	-6.3%	-2.4%	2.5%	COc1ccc(OCC(=O)N/N=C(\C)c2cc3ccccc3o2)cc1
16	-9.2%[2.33 µM]	-5.0%	32.0%	1.6%	-9.7%	-2.6	i	2.3%	-10.8%	CCc1ccccc1-n1c(SCC(=O)c2c(N)n(C3CC3)c(=O)[nH]c2=O)nnc1N1CCOCC1
17	-4.3%[59 µM]	3.8%	8.8%	-3.4%	3.8%[11.4 µM]	-3.7	2.4%	-9.7%	-13.1%	O=C(O)C1CCCN1C(=O)c1cccs1 (centres undefined)
18	0.9%[59 µM]	1.5%	5.6%	-6.4%	-5.8%	-0.5	0.1%	1.9%	-1.7%	COc1ccc2c(c1)CCc1c(C(=O)NCCc3ccc(OC)c(OC)c3)noc1-2
19	/	/	/	/	/	-19.4	-5.6%	-5.6%	2.7%	O=[N+]([O-])c1ccc(N2CCN(Cc3ccccc3)CC2)c2c1no[n+]2[O-]
20	40.2%	-3.3%	56.1%[activator]	-2.9%	12.8%	-2.3	-3.0%	-3.0%	-3.4%	CCOCCCNC(=O)c1cn(CC)c2ccc(S(=O)(=O)N3CCCC3)cc2c1=O
21	-31.4%	-2.4%	39.0%[activator]	-9.0%	-14.4%	11.1	i	0.3%	-18.8%	O=C(COC(=O)c1ccc(Br)cc1)NCc1ccc(F)cc1
22	/	3.8%	81.8%[activator]	/	9.1%	9.6	-6.5%	-6.8%	-9.8%	Cc1nc(Cl)sc1C(=O)Nc1ccc(F)cc1
23	-9.8%[59 µM]	-18.2%	1.5%	1.8%	-22.1%	-0.2	i	-9.9%	-0.6%	CCOC(=O)c1sc(NC(=O)c2nc3ncccn3n2)c(C(=O)OC(C)C)c1C
24	8.2%	-5.7%	38.6%	1.4%	-6.8%	1.5	i	-9.0%	-19.7%	CCC(C)n1c(SCC(=O)NCCc2ccc(S(N)(=O)=O)cc2)nc2ccsc2c1=O (centres undefined)
25	-3.1%[59 µM]	-0.2%	13.1%	0.7%	-4.4%	-1.0	-9.7%	-4.8%	-18.2%	COc1ccc(-c2cc(C(=O)Nc3c(C)nn(Cc4ccc(F)cc4)c3C)no2)cc1OC

(continued)
no.	G9a inh	Pin1 inhibitor	HP1b binding inh	BAZ2B inh	JMJD2A Tudor inh	PI4K2A block	Tb PGK inh	GLS inh	Pol eta inh	SMILES
26	-24.3%	-2.4%	1.3%	-2.4%	-16.9%	1.5	-8.3%	-0.6%	-4.2%	CC(C)c1ccc(NC(=O)C2C3C=CC4(O3)C2C(=O)N(CCN2CCOCC2)C4C(=O)NC2CCCCC2)cc1 (centres undefined)
27	/	-15.1%	-3.5%	/	?	-0.6	-9.8%	-10.0%	-15.3%	COc1cc2[nH]c3c(c2cc1OC)CCN1CCCC[C@@H]31
28	/	-11.5%	36.3%	/	9.3%	-10.9	1.2%	-11.3%	-19.0%	CC(NC(=O)CCC(=O)Nc1ccccc1O)c1ccccc1 (centres undefined)
29	16.3%	-11.0%	32.2%	-1.8%	-13.1%	-0.5	i	1.4%	-21.0%	CC1CC(C)CN(C(=O)CCn2c(=O)oc3ccccc32)C1 (centres undefined)
30	16.0%[12.7 µM]	-7.4%	32.2%	-8.9%	-8.3%	-0.8	i	-4.8%	-20.9%	COc1cccc(N2CC(C(=O)Nc3nnc(SCC(=O)NCC4CCCO4)s3)CC2=O)c1 (centres undefined)
31	14.4%	3.6%	43.9%[activator]	-7.6%	0.7%	4.7	1.0%	-13.6%	-13.4%	CCNC(=O)NCCNC(=O)c1cc(OCC(F)(F)F)ccc1OCC(F)(F)F
32	/	-7.1%	25.1%	/	-30.9%	-4.6	2.4%	14.4%	-13.3%	C#CCOCCOCCOCCNc1nc(N2CCOCC2)nc(N2CCN(C(=O)[C@H](CC(N)=O)n3cc(C(N)[C@@H](C)CC)nn3)CC2)n1 (some centres undefined)
33	-2.7%[0.501 µM]	?	41.4%[activator]	-2.3%	-1.4%	0.8	8.2%	4.9%	-16.2%	O=C(NCCC1CCCCN1S(=O)(=O)c1cccs1)C(=O)Nc1ccccc1F (centres undefined)
34	?	-2.5%	32.0%	-35.5%	-16.8%	2.5	-8.8%	/	-14.6%	COc1ccc(C(CC(=O)NCc2ccco2)c2ccc(F)cc2)cc1 (centres undefined)
35	-24.7%	3.5%	21.8%	5.5%	-13.1%	-2.3	5.3%	10.7%	-10.1%	COc1ccc(C(=O)Nc2cccc(-c3ccc(N4CCOCC4)nn3)c2)cc1
36	32.6%[59 µM]	6.8%	8.3%	11.4%	-8.8%	-1.5	-1.0%	11.3%	-8.9%	O=C(CNC(=O)C1COc2ccccc2O1)N/N=C\c1cccc(O)c1 (centres undefined)
37	-24.7%[59 µM]	23.1%	19.7%	-1.8%	-4.9%	-6.7	-6.8%	2.5%	-7.9%	CCSc1nnc(NC(=O)C2CCN(S(=O)(=O)c3ccccc3C(F)(F)F)CC2)s1
38	54.2%[activator]	6.5%	42.9%[activator]	0.6%	-1.4%	3.7	-2.8%	-0.4%	-2.7%	Cc1nonc1-c1ccc2c(c1)OCO2
39	35.5µM*	-8.0%	7.5%	-33.4%	?	7.6	-10.5%	27.8%	2.7%	CCN(CCCNC(=O)C1CCN(S(=O)(=O)N2CCOCC2)CC1)c1cccc(C)c1
40	-4.3%	1.0%	34.5%	3.6%	0.0%	0.4	2.2%	1.3%	-18.1%	COc1ccc(CNC(=O)c2nccnc2CO)cc1
41	-36.1%[59 µM]	6.3%	5.0%	-23.8%	-23.0%	8.2	-1.4%	-1.5%	-8.3%	CCCCOc1ccc(C2c3c(oc4ccc(C)cc4c3=O)C(=O)N2CCCN(C)C)cc1OCC (centres undefined)

Three of the entries above in order of the GLS inh value, largest number first:
no.	G9a inh	Pin1 inhibitor	HP1b binding inh	BAZ2B inh	JMJD2A Tudor inh	PI4K2A block	Tb PGK inh	GLS inh	Pol eta inh	SMILES
32	/	-7.1%	25.1%	/	-30.9%	-4.6	2.4%	14.4%	-13.3%	C#CCOCCOCCOCCNc1nc(N2CCOCC2)nc(N2CCN(C(=O)[C@H](CC(N)=O)n3cc(C(N)[C@@H](C)CC)nn3)CC2)n1 (some centres undefined)
16	-9.2%[2.33 µM]	-5.0%	32.0%	1.6%	-9.7%	-2.6	i	2.3%	-10.8%	CCc1ccccc1-n1c(SCC(=O)c2c(N)n(C3CC3)c(=O)[nH]c2=O)nnc1N1CCOCC1
11	/	-7.5%	20.5%[57 µM]	-9.0%	-12.5%	0.3	-1.7%	-5.1%	-11.0%	Cn1c(C(=O)NCCN2CCOCC2)cc2c(=O)n3ccccc3nc21
